KB-V1 cytotox: qHTS assay for MDR1-selective chemotherapeutics: Primary screen using the drug-selected MDR subline cells KB-V1 | AID 1347076, 2019 | KB-V1 MDR cells viability, CellTiter-Glo, 72 h | 400,000 compounds, 3.4% hits | Potency, µM (highest dose often 46.1 µM), inactives show at the top dose activity change, negative = cytotoxicity, most hits filed as cytotoxic; note: potency is the fitted concentration of half-maximal effect; % is set by controls: 0 for no effect and ±100 for the full control effect; nearly all actives have a fitted effect of over 60% in size
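Luminescent ATP read-out (CellTiter-Glo, 10 min) measures survival of drug-selected KB-V1 MDR cells after 72 h, 37 degrees C compound exposure. Medium: phenol-red-free DMEM, 10% FBS. Values from fitted concentration-response curves.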
WRN inhibitor: qHTS for Inhibitors of WRN Helicase; Potency, µM (doses to about 114 µM), for inactives: top-dose activity change, negative = inhibition, hits mostly inhibitors; WRN helicase unwinding, fluorescent forked duplex, kinetic; Bifunctional 3'-5' exonuclease/ATP-dependent helicase WRN (Homo sapiens), Q14191; 360,000 compounds, 0.46% hits; note: potency is the fitted concentration of half-maximal effect; % is set by controls: 0 for no effect and ±100 for the full control effect; nearly all actives have a fitted effect of over 55% in size
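Screening of the MLSMR collection measured strand separation of a quenched forked DNA duplex (100 nM) by 20 nM WRN with 2 mM ATP, all final. Compounds were preincubated with enzyme 15 min at room temperature.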
HT1080NT lethal: qHTS for induction of synthetic lethality in tumor cells producing 2HG: qHTS for the HT-1080-NT fibrosarcoma cell line; HT-1080-NT fibrosarcoma viability, CellTiter-Glo ATP luminescence, 48 h; Potency, µM (titrated, usually from 46.1 µM), without a hit: at the highest dose activity, negative = less viability, most hits filed as cytotoxic; 360,000 compounds, 1.6% hits; AID 686970, 2013;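 note: NT is the 2HG producing partner of a matched IDH1 knockdown line; potency is the fitted concentration of half-maximal effect; 0% = DMSO-treated cells and -100% = media-only wells without cells; nearly all actives have a fitted effect of over 55% in size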
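Compounds were tested in concentration-response format on HT-1080-NT cells for 48 hours at 37 degrees C. Cell viability came from CellTiter-Glo luminescence; curves were classified by r2, response magnitude and activity.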
SW480 rereplic: A quantitative high throughput screen for small molecules that induce DNA re-replication in SW480 colon adenocarcinoma cells; Potency, µM (series often up to 46.1 µM), inactives show top-dose re-replication activation, usual class: activators; 340,000 compounds, 1.8% hits; SW480 DNA re-replication, Hoechst DNA content imaging, 48 h; AID 624297, 2012; note: potency is the fitted concentration of half-maximal effect; % of control where 0% means no effect; nearly all actives have a fitted effect of over 55% in size
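DNA re-replication was detected as more nuclei of elevated Hoechst intensity after 48 hr exposure to compound (23 nL pinned per well of 250 cells).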
MCF10A rerep: A quantitative high throughput screen for small molecules that induce DNA re-replication in MCF 10a normal breast cells; Potency, µM (top dose mostly 46.1 µM), for inactives: at the highest dose activity, positive = re-replication, usual class: activators; 350,000 compounds, 2.9% hits; MCF 10A DNA re-replication, Hoechst nuclear intensity, 48 h; note: potency is the fitted concentration of half-maximal effect; % of control where 0% means no effect; nearly all actives have a fitted effect of over 50% in size
IL1B secr inh: qHTS for Inhibitors of Inflammasome Signaling: IL-1-beta AlphaLISA Primary Screen | THP-1 LPS/ATP IL-1B secretion, AlphaLISA, 16 h; stronger effect = lower value | activity change, % at 57.5 µM | 360,000 compounds, 4.7% hits | AID 743279, 2014; in the data active = activity change below about -50%; inconclusive = mostly about -30% to -49%; note: % is set by controls: 0 for no effect and ±100 for the full control effect
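Secreted IL-1B measured by AlphaLISA bead assay after 16 h compound exposure of THP-1 cells; compounds (final up to 57.5 uM) added 1 h before LPS (250 ng/mL) and ATP (1.25 mM) stimulation; lower signal means less secretion.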
KB-3-1 cytotox: qHTS assay for MDR1-selective chemotherapeutics: Primary screen using the parental adenocarcinoma cell KB-3-1. KB-3-1 viability, CellTiter-Glo ATP luminescence, 72 h. Potency, µM (series often up to 46.1 µM), for the others: at the highest dose activity change, negative = cytotoxic, usual class: cytotoxic. 400,000 compounds, 1.4% hits; note: potency is the fitted concentration of half-maximal effect; % is set by controls: 0 for no effect and ±100 for the full control effect; nearly all actives have a fitted effect of over 60% in size
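Multi-concentration cytotoxicity screen in KB-3-1 cells grown in DMEM lacking phenol red with 10% FBS. After 72 h at 37 °C with compound, ATP-dependent luminescence was recorded.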
ATXN2 expr inh: Primary qHTS for Inhibitors of ATXN expression; HEK-293 ATXN2-luciferase reporter, luminescence, 24 h; Potency, µM (series often up to 57 µM), for inactives: top-dose activity change, negative = inhibition, usual class: inhibitors; 360,000 compounds, 0.72% hits; AID 1745845, 2022; note: potency is the fitted concentration of half-maximal effect; % is set by controls: 0 for no effect and ±100 for the full control effect; nearly all actives have a fitted effect of over 55% in size
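ATXN2-luciferase reporter cells (luciferase flanked by upstream and downstream ATXN2 gene portions) were treated 24 h at 37 °C with compounds at up to 57 uM. SteadyGlo luminescence gave expression; GF-AFC fluorescence gave viability.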
HT1080 IDH1KD tx: qHTS for induction of synthetic lethality in tumor cells producing 2HG: qHTS for the HT-1080-IDH1KD cell line; AID 686971, 2013; Potency, µM (series often up to 46.1 µM), without a hit: at the top dose activity, negative = toxicity, actives largely listed as cytotoxic; HT-1080 IDH1 knockdown viability, ATP luminescence, 48 h; 360,000 compounds, 2% hits;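 note: potency is the fitted concentration of half-maximal effect; 0% = DMSO wells and -100% = cell-free medium wells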
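In this qHTS, HT-1080 cells depleted of IDH1 are exposed for 48 h at 37 °C to compound titrations. Toxicity is scored from CellTiter-Glo luminescence, with DMSO as full viability and medium alone as none.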
Numbers without * were called inactive; ? = inconclusive; nt = not tested or not shown; & = joins results of further samples; [ ] = dose if it differs, or a comment. Unless noted, calls come from the whole dose curve; as a rule, active = well fitted curve in the direction sought with a large enough effect; inconclusive = small, poorly fitted or top-dose-only effect, or another doubt; inactive = no such curve, though single readings can be large; an effect the other way counts as inactive or inconclusive. Compounds were not picked by outcome, and some 12% of all compounds hit somewhere here.

SMILES	KB-V1 cytotox	WRN inhibitor	HT1080NT lethal	SW480 rereplic	MCF10A rerep	IL1B secr inh	KB-3-1 cytotox	ATXN2 expr inh	HT1080 IDH1KD tx
O=C(CCc1ccccc1)NNC(=O)C12CC3CC(CC(C3)C1)C2	-21%	-1%	-4%	18%	-12%	-15	-7%	37%[activator]	4%
CC(=O)Nc1sc(N/N=C/c2ccc(O)cc2)nc1-c1ccc(C)cc1	-13%	-8%	-2%	8%	?	-3	-16%	nt	?
CCOC(=O)c1c(C)n(C)c2ccc(OC)c(NC(=O)CCN3CCC(Cc4ccccc4)CC3)c12	-12%	0%	2%	-14%	-2%	7	3%	nt	3%
COc1ccc(C(CCN2CCOCC2)c2c(OC)cc(OC)c3ccc(=O)oc23)cc1 (stereo unspecified)	0%	0%	-1%	-8%	-9%	-3	4%	-15%	0%
Cc1cc2[nH]c3c4ccccc4nc(C)c3c2cc1C	?	22%[11.6 µM]	15µM*	10%	26%	-112*	10µM*	?	?
COc1cc(/C=N/NC(=O)c2cccnc2)ccc1OCC(=O)Nc1ccccc1Cl	-17%	13%	-9%	21%	-2%	8	-2%	0%[11.3 µM]	2%
Cc1ccnc(N2CCN(C(=O)CSc3nc4ccccc4nc3N3CCCCC3)CC2)c1	-1%	0%	-5%	10%	?	-13	-2%	1%	-10%
COc1ccccc1CN1C(=O)CNC1=S	6%	-10%	0%	11%	-5%	6	-1%	nt	10%
O=C(CCSc1ccc(Cl)cc1)NN=C1CCCCCC1	8%	0%	-4%	-18%	0%	-14	1%	-21%	9%
CC(NCc1ccc2c(c1)OCO2)C(=O)NC1CCCCC1 (stereo unspecified)	1%	1%	14%	?	0%	4	11%	2%	8%
CN(CC(=O)Nc1ccc(F)cc1[N+](=O)[O-])Cc1ccccc1	-25%	-11%	0%	-25%	7%[9.22 µM]	-11	13%	-21%	1%
CS(=O)(=O)NCCSCc1c(F)cccc1Cl	9%	4%	-5%	-13%	28%	4	-4%	4%	-2%
CC(C)NC(=O)C1CCCN(S(=O)(=O)c2cccs2)C1 (stereo unspecified)	11%	-19%	12%	-6%	2%	-4	-5%	-6%	9%
O=C(CCNC(=O)c1ccc(Br)cc1)Nc1cc(Cl)ccc1-n1cncn1	-6%	-10%	-9%	-114%[inhibitor]	6%	-5	-5%	-24%	-15%
Cc1nc(S(=O)(=O)c2ccc(Cl)cc2)nc2c1CCC2	15µM*	1%	-1%	10%	9%	2	3%	-10%	0%
COc1ccc(C(CNC(=O)c2ccc(OCc3c(C)noc3C)cc2)N2CCCC2)cc1 (stereo unspecified)	1.5µM*	12%	2%	-5%	8%	-23	?	-10%	2%
CCCc1ccc(C(O)c2ncc(-c3ccccc3C)[nH]2)cc1 (stereo unspecified)	5%	-7%	-13%	nt	nt	-7	0%	10%	-14%
Cc1cc(Nc2ccc(F)c(Cl)c2)n2ncnc2n1	0%	-12%	5%	-4%	8%	-10	8%	4%	1%
Cc1c([N+](=O)[O-])c(C(=O)NC2CCCC2)nn1C	?	17%	20%	-5%	5%	-4	?	5%	12%
O=C(Nc1cccc(C(F)(F)F)c1)c1c(O)c2ccccc2[nH]c1=O	6%	-4%	5%	-5%	-3%	14	6%	nt	0%
Cc1ccc(F)cc1NC(=O)N1CCN(C2c3ccccc3-c3ccccc32)CC1	-18%	1%	-3%	-5%	17%	-12	-6%	nt	-1%
CCOC(=O)c1c(C)[nH]c(=S)c(C#N)c1-c1ccc(OC)cc1	10%	1%	-1%	-2%	0%	16	9%	0%	-10%
CN(C)C(=O)c1snnc1-c1ccccc1	16%	-3%	-3%	-1%	-11%	14	2%	2%	-1%
C=CCOc1ccc(/C=C2/C(=N)N3N=C(CC(=O)N4CCCC4)SC3=NC2=O)cc1OC	4%	-10%	-4%	-6%	1%	1	5%	-6%	2%
CCCCC(=O)NC(=S)NNC(=O)CC#N	2%	-8%	1%	2%	-2%	1	-4%	0%	-9%
CCCCn1c(SCC2CCCCO2)nc2cc(S(N)(=O)=O)ccc21 (stereo unspecified)	0%	2%	-3%	0%	13%	-19	-14%	3%	-2%
C/C(=N/N1CCN(c2ccccn2)CC1)c1cccc([N+](=O)[O-])c1	1%	0%	30%	-2%	0%	-11	-2%	-12%	16%
O=[N+]([O-])c1ccc(/C=N/Nc2nc(NCc3ccccc3)nc(N3CCOCC3)n2)cc1	-14%	-5%	1%	-49%[inhibitor]	7%	9	3%	nt	9%
Cc1ccc(C)c(N2C(=O)C3C4C=CC(CC4)C3C2=O)c1 (stereo unspecified)	1%	-4%	4%	-16%	5%	2	2%	nt	5%
Cc1nc2ccccc2cc1OCc1ccccc1	?	-11%	5%	1%	11%	24	?	2%	-5%
CC(=O)NCCc1ccc(C(=O)COC(=O)C2CCCCC2)cc1	-14%	5%	17%	1%	3%	3	13%	25%	21%
O=S(=O)(NC1=NCCCCCC1)c1cccs1	3%	-3%	13%	-7%	-1%	-21	3%	0%	2%
CCNc1nc(OC)nc(Oc2ccc(=O)n(-c3ccccc3)n2)n1	14%	-4%	6%	-7%	2%	14	1%	2%	6%
CS(=O)(=O)N(CC(=O)Nc1ccc(C(N)=O)cc1)C1CCCCC1	2%	1%	-5%	-4%	-2%	?	2%	3%	1%
CNC(=O)C1CC(=O)N(Cc2ccc3c(c2)OCO3)C(=Nc2ccc(F)cc2)S1 (stereo unspecified)	?	-4%	-6%	-18%	7%	13	8%	-22%	-21%
COc1ccc(C2=NS(=O)(=O)N(C)C(C(=O)Nc3cc(OC)c(OC)c(OC)c3)=C2)cc1	-18%	-20%	-19%	-6%	7%	-25	5%	-11%	0%
COc1ccccc1OCc1nnc(SCC(=O)NCc2ccco2)n1-c1ccccc1	-14%	-13%	-2%	-8%	-2%	-12	3%	-16%	2%
O=C(CCCc1ccccc1)NC12CC3CC(CC(C3)C1)C2	-17%	5%	0%	2%	19%	-13	-6%	nt	-4%
CNC(=S)Nc1ccc2[nH]c(=O)[nH]c2c1	-4%	-2%	-9%	2%	0%	7	-4%	3%	7%
NC(=O)c1ccc(NC(=O)COC(=O)c2cc([N+](=O)[O-])ccc2N2CCOCC2)cc1	14%	5%	-3%	-7%	-4%	5	1%	11%	-7%
COc1ccc(/C=N/NC(=O)c2ccn[nH]2)cc1COc1ccc([N+](=O)[O-])c(C)c1	-24%	-3%	?	?	2%	?	-5%	0%	?
COc1ccccc1N1CCN(Cc2ccc(OC)c(OC)c2OC)CC1	-29%	-3%	-20%	-2%	7%	24	1%	nt	-18%
Cc1ccc(F)cc1-c1cc2nc(NCCCN(C)C)n(C)c(=O)c2s1	15%	11%	21µM*	nt	nt	-8	0%	32µM*	15µM*
CCO/C(C)=N/n1c2nc3ccccc3nc2c2c(=O)n(C3CCCC3)c(C)nc21	?	-6%	8%	2%	-1%	1	0%	1%	11%
CCOC(=O)N1CCN(C/C(Cl)=C/c2ccccc2)CC1	-25%	-21%	4%	3%	?	-2	22%	15%	-2%
NCC1CCC(C(=O)Oc2ccc(CCC(=O)O)cc2)CC1 (stereo unspecified)	10%	2%	?	-4%&-10%	13%&-2%	11	0%	-11%&-27%	9%
CN1CCN(C(=O)c2cccc(-c3cc(O)c4ncccc4c3)c2)CC1	6%	nt	nt	29%	18%	nt	-27%	?	nt
Cc1ccccc1C(=O)Nc1ccc2c(c1)C(=O)NC2=O	11%	-2%	-2%	-16%	-4%	14	2%	8%	8%
O=C(Nc1cccc2ccccc12)N1CCN(c2ncccn2)CC1	-1%	9%	0%	-18%	-3%	0	28%	nt	3%
O=C(CCN1C(=O)C2CCCCC2C1=O)NNC(=O)c1cccc(Cl)c1 (stereo unspecified)	-2%	-1%	19%	-99%[inhibitor]	-65%[inhibitor]	0	-2%	4%	4%
Cc1ccc(CNCc2ccco2)cc1	9%	17%	-1%	-16%	-16%	-5	7%	nt	2%
O=C(CNc1cccc(S(=O)(=O)N2CCCCC2)c1)Nc1cccc(F)c1	?	-19%	?	11%	?	-5	?	-23%	-15%
COc1ccc(CN(C)C(=O)c2ccc(OCC(=O)Nc3cccc(C(F)(F)F)c3)c(OC)c2)cc1	?	-8%	-17%	nt	nt	?	?	nt	?
COc1ccc(CN2CC(=O)N(c3ccc(C)c(C)c3)C2=S)cc1OC	?	?	-7%	6%	11%	30	-14%	-10%	-14%
O=C(NC(Cc1ccc(O)cc1)C(=O)O)c1ccco1 (stereo unspecified)	10%	0%	14%	0%	7%	-10	0%	?	13%

Quoted at random: three compounds from above, in no set order.
SMILES	KB-V1 cytotox	WRN inhibitor	HT1080NT lethal	SW480 rereplic	MCF10A rerep	IL1B secr inh	KB-3-1 cytotox	ATXN2 expr inh	HT1080 IDH1KD tx
COc1ccc(CN2CC(=O)N(c3ccc(C)c(C)c3)C2=S)cc1OC	?	?	-7%	6%	11%	30	-14%	-10%	-14%
Cc1ccccc1C(=O)Nc1ccc2c(c1)C(=O)NC2=O	11%	-2%	-2%	-16%	-4%	14	2%	8%	8%
O=C(CNc1cccc(S(=O)(=O)N2CCCCC2)c1)Nc1cccc(F)c1	?	-19%	?	11%	?	-5	?	-23%	-15%

Screening data (PubChem)
